High-throughput results (PubChem)
GCN5L2 inh: qHTS Assay for Inhibitors of GCN5L2. Histone acetyltransferase KAT2A (Homo sapiens), Q92830. GCN5L2 HAT assay, ThioGlo1 CoA-SH fluorescence. Potency, µM (highest dose often 58.9 µM), inactives show at the top dose activity change, negative = inhibition, actives largely listed as inhibitors. 0.21% of 390,000 active. AID 504327, 2011
Target sequence (Q92830 whole entry, looked up): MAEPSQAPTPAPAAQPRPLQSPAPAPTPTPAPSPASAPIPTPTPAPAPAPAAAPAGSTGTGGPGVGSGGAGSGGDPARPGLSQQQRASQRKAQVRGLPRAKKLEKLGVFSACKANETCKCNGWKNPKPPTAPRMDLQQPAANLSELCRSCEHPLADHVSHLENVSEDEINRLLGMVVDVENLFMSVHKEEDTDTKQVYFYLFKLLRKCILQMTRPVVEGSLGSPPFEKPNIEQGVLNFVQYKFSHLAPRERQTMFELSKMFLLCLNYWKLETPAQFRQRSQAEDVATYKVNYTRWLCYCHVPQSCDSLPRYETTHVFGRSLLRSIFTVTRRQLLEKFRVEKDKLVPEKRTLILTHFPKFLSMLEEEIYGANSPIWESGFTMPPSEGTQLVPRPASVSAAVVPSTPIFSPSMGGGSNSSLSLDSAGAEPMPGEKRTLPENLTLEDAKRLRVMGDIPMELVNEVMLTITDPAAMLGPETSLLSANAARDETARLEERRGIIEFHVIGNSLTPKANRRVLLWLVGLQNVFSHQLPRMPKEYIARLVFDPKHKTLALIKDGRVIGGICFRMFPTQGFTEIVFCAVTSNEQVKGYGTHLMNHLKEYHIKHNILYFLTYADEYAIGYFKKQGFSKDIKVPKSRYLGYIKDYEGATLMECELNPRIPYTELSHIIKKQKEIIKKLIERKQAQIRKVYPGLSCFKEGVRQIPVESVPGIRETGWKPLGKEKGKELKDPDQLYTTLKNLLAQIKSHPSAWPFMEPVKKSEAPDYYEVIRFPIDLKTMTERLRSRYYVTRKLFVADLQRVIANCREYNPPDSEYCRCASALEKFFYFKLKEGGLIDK
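GCN5L2 (20 nM) in 50mM HEPES pH 7.5, 0.1mM EDTA, 0.01% Tween-20 preincubated 15 min with compounds at room temperature. Reaction started with H3(1-25) 75uM, acetyl-CoA 70uM, ThioGlo1 50uM; CoA-thiol fluorescence (Ex340/Em540) read at 0 and 20 min.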
TDP1 cell noCPT: qHTS for Inhibitors of human tyrosyl-DNA phosphodiesterase 1 (TDP1): qHTS in cells in absence of CPT; 15% of 420,000 active; Potency, µM (highest dose often 46.2 µM), without a hit: top-dose activity change, negative = growth inhibition, hits mostly inhibitors; AID 686978, 2013; DT40 Tdp1-/- hTDP1 cells, no CPT, ATP luminescence, 48 h; also: nearly all actives have a fitted effect of over 55% in size
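Camptothecin absent (DMSO only). Human TDP1-complemented DT40 knockout cells, 400 cells/well, 37 °C for minimum 48 hr; ATP measured via CellTiter-Glo, 30 min dark incubation, luminescence.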
TDP1 cell CPT: qHTS for Inhibitors of human tyrosyl-DNA phosphodiesterase 1 (TDP1): qHTS in cells in presence of CPT; chicken DT40 Tdp1-/-;hTDP1 cells + 20 nM CPT, ATP luminescence, 48 h; AID 686979, 2013; 12% of 420,000 active; Potency, µM (highest dose often 46.2 µM), for the others: top-dose activity change, negative = growth inhibition, usual class: inhibitors; also: nearly all actives have a fitted effect of over 55% in size
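Cell growth measured by CellTiter-Glo luminescence after a minimum 48 h, 37 C compound exposure with 20 nM CPT in Tdp1-knockout DT40 cells stably expressing hTDP1, seeded 400/well; qHTS titration format.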
Active calls of the source: *; u = inconclusive; x = no result given; & = joins results of further samples. Calls follow the shape of the dose curve; as a rule, active = well fitted curve in the direction sought with a large enough effect; inconclusive = small, poorly fitted or top-dose-only effect, or another doubt; inactive = no such curve, though single readings can be large; an effect the other way counts as inactive or inconclusive. % is scaled to controls: 0 for no effect and ±100 for the full control effect; potency is read from the fitted curve at half-maximal effect.

SMILES	GCN5L2 inh	TDP1 cell noCPT	TDP1 cell CPT
COc1cccc(-c2cccc(NC(=O)C3CCN(Cc4nccs4)CC3)c2)c1	-3%	-2%	14%
CCCOc1ccc(NC(=O)C2CC(=O)N(C(C)C)C2)cc1 (stereo not given)	0%	-14%	7%
O=C(O)C(Cc1cn[nH]n1)=NO	20%	-14%	1%
CCOc1ccc(N(CC(=O)NCc2ccccc2)S(C)(=O)=O)cc1	-2%	-5%	-3%
O=C(CSc1nnc(-c2cccnc2)o1)Nc1ccccc1F	-1%	u	-19%
O=C(COC(=O)C1CCN(S(=O)(=O)c2ccc3c(c2)OCCO3)CC1)Nc1ccc(C(F)(F)F)cc1	-2%	-17%	12%
Cc1cc2[nH]c(=O)c(=O)[nH]c2cc1S(=O)(=O)N(C)C1CCCCC1	-5%	21µM*	21µM*
CCn1c(SCc2ccccc2)nnc1C1CCCCC1	-1%	u	u
O=C1NCCN1C(=O)N(c1ccccc1)c1ccccc1	1%	6%	4%
COc1cccc(NS(=O)(=O)c2ccc3[nH]cc(C(=O)NC(C)c4ccccc4)c(=O)c3c2)c1 (stereo not given)	-15%	-24%	u
O=C(Nc1ccccc1N1CCCCC1)c1cccc(Cl)c1	-9%	u	u
Cn1c(=O)c2cc(S(=O)(=O)NC(C(=O)Nc3cccc(F)c3)c3ccccc3)ccc2n(C)c1=O (stereo not given)	-7%	u	u
CC(OC(=O)c1ccc(OCC2CCCO2)cc1)C(=O)N(C)Cc1ccccc1 (stereo not given)	-2%	u	u
CCN(Cc1ccncc1)Cc1ccc(Br)cc1	-15%	u	-10%
CNCCCNC(=O)c1ccc(/C=N/O)nc1	-3%	11%	-4%
O=C(Cn1cnc2c(nnn2Cc2ccccc2)c1=O)Nc1ccc2c(c1)OCCO2	-6%	3%	-28%
CCCCCCCCN1[C@@H](CC(=O)OC)c2ccc(/C=C/C(=O)OC)cc2S1(=O)=O	x	-7%	0%
CCn1cc(C(=O)NCCc2ccccc2)c(=O)c2cc(F)c(N3CCN(C)CC3)cc21	u	u	u
Cc1ccc([N+](=O)[O-])cc1NC1CC(O)C(CO)O1 (stereo not given)	2%	-2%	8%
Cc1ccc(NC(=O)C(C)OC(=O)c2n[nH]c3ccccc23)cc1 (stereo not given)	-2%	-8%	-8%
O=C(CN1CCN(c2ccc([N+](=O)[O-])cc2)CC1)Nc1nccs1	-2%	u	-25%
CCC(CC)CC1CN2CCc3cc(OC)c(OC)cc3C2CC1(O)CC (stereo not given)	x	8.2µM*	8.2µM*
COc1ccc(NC(=S)N/N=C/c2ccc(F)c(F)c2)cc1	9%	u	u
CC(NC(=O)c1ccc(CS(C)(=O)=O)cc1)C1CC2CCC1C2 (stereo not given)	-3%	-14%	-6%
O=C(c1ccncc1)N1CCN(S(=O)(=O)c2cccc([N+](=O)[O-])c2)CC1	-1%	3%	-1%
COc1ccccc1NC(=O)COc1ccc(/C=N/n2cnnc2)cc1OC	0%	-12%	2%
CC(=O)N1c2ccc(S(=O)(=O)NCCC(=O)N3CCCC(C)C3)cc2CC1C (stereo not given)	-7%	u	18µM*
CCN1C(=O)[C@H]2[C@@H](c3ccc(OC)cc3)N3C(=O)CN(Cc4ccccc4)C(=O)[C@@]3(C)[C@H]2C1=O	0%	8%	16%
Cc1cc(C(=O)N2CCCC(N3CCN(c4ccc(F)cc4)CC3)C2)no1 (stereo not given)	-5%	-20%	-1%
CCN1CCN(CCNC(=O)c2cn(Cc3ccccc3F)nn2)CC1	1%	-6%	-11%
COc1ccc(OC)c(NC(=O)c2cc3cc4ccc(C)cc4nc3s2)c1	-6%	u	u
Cc1ccc(NC(=O)CCNS(=O)(=O)c2ccc3c(c2)CCC(=O)N3)cc1	-4%	15%	-9%
CC(C)CN1C(=O)NC2(CCCc3ccccc32)C1=O (stereo not given)	u	17%	-1%
CCOc1ccc(NC(=S)N2CCC(C(=O)c3ccc(F)cc3)CC2)cc1	x	u	u
CCOc1cc2nc3c4ccccc4n(C)c3nc2cc1OCC	-4%	u	u
COC(c1ccccc1)c1nnc(CCC(=O)N(C)CCCC2CCCC2)o1 (stereo not given)	-1%	-26%	u
Cc1ccc(C(C)C)c(OCC(=O)Nc2ccc(N3CCOCC3)cc2N2CCOCC2)c1	-11%	18µM*	23µM*
CCC(=O)Nc1cc(C)c(O)c(-c2nc3ncccc3o2)c1	-4%	u	-29%
N=C(N)SCc1cn(-c2ccccc2)nc1-c1ccc(Br)cc1	-10%	7.3µM*	9.2µM*
O=C(c1ccc2c(c1)N(Cc1ccccc1F)C(=O)c1ccccc1S2(=O)=O)N1CCOCC1	-4%	-16%	-19%
O=S(=O)(Nc1ccc(O)c(CN2CCCCC2)c1)c1ccccc1	-2%	-21%	-1%
O=C(Nc1ccccc1N1CCOCC1)C1=NN(c2c(F)c(F)cc(F)c2F)C(=O)CC1	-2%	u	u
CCc1ccc(NC(=O)CSc2nc3n[nH]c(C)c3c(=N)n2-c2cccc(OC)c2)cc1	-4%	26µM*	18µM*
COc1ccc(-c2nn(-c3ccccc3C)cc2CNCc2cccnc2)cc1F	1%	u	u
O=C1C=CC(=O)N1c1ccc(N2CCCCC2)cc1	-20%	1.2µM*	1.2µM*
COc1cc2oc(-c3ccccc3)cc(=O)c2cc1OC	x	u	-16%
CCNC(=S)Nc1ccc(Oc2ccccc2)cc1	x	18µM*	u
Cc1ccc2nc(-c3cccnc3)cc(C(=O)Nc3ccccc3[N+](=O)[O-])c2c1	-10%	u	u
CC(C)c1cnc2c(c1SCc1ccc([N+](=O)[O-])cc1)c(=O)n(C)c(=O)n2C	9%	8.2µM*	u
COc1ccccc1N(C)S(=O)(=O)c1ccc(C)c(C(=O)N2CCCCCC2)c1	1%	7.3µM*	7.3µM*
O=C(COC(=O)CCN=C1NS(=O)(=O)c2ccccc21)NNC(=O)c1ccccc1	0%	7%	11%
CCCN1CCC(NC(=O)c2cccc(Oc3ccccc3)c2)CC1	-16%	23µM*	u
Nc1nnnn1/N=C/c1cc(Br)ccc1O	x	5%	1%
CC1CCC2(CC1)NC(=O)N(CC(=O)Nc1ccccc1-c1ccccc1)C2=O (stereo not given)	0%	u	-7%
O=C(c1ccc(S(=O)(=O)Nc2cccc(C(F)(F)F)c2)cc1)N1CCN(c2ccccc2O)CC1	0%	23µM*	u
CCN(CC)CCCn1c2c(c(SCC(=O)Nc3cc(C)cc(C)c3)nc1=O)CCC2	x	u	-22%
CCCN(C(=O)c1cc2c(=O)oc3ccccc3c2s1)c1cccc(Cl)c1	3%	-3%	3%
CCC(=O)Nc1c2c(nn1-c1ccc([N+](=O)[O-])cc1)CS(=O)(=O)C2	0%	2%	8%
COc1ccc(-c2cn(Cc3ccc(C(=O)NCc4ccc(C)cc4)cc3)c(C(C)N)n2)cc1 (stereo not given)	2%	u	u
COc1ccc(-c2cc(C(F)(F)F)n3nc(C(=O)Nc4c(C)n(C)n(-c5ccccc5)c4=O)cc3n2)cc1	-6%	-18%	-4%

The listing continues.
SMILES	GCN5L2 inh	TDP1 cell noCPT	TDP1 cell CPT
O=C(CNC(=O)c1ccccc1)OCC(=O)c1ccccc1	x	u	0%
CN1N=C(c2ccc(F)c(F)c2)CSC1=NCc1ccccc1	-2%	-4%	-4%
NC[C@@H]1O[C@H](C23CC4CC(CC(C4)C2)C3)Cc2c1ccc(O)c2O	-4%&-5%&-15%&-12%	23µM*	23µM*
O=C(NC1CCCC1)C(=O)c1c[nH]c2ccccc12	-2%	3%	-3%
CCN1C(=O)/C(=C\C=C\c2ccccc2[N+](=O)[O-])SC1=S	-13%	12µM*	26µM*
COCCNc1oc(/C=C/c2ccccc2OC)nc1S(=O)(=O)c1ccccc1	-16%	u	u
COc1ccc(CNC(=O)c2sc(=O)n(Cc3cc(C(C)=O)ccc3OC)c2C)cc1	x	13µM*	23µM*
CCS(=O)(=O)N1CCC2(CC1)OCCN2S(=O)(=O)c1ccccc1	x	-19%	-5%
O=C(NC(=S)NCCN1CCOCC1)c1ccc(Cl)cc1Cl	u	-4%	2%
CCCCNC(=S)N(CCO)Cc1cc2cc3c(cc2[nH]c1=O)OCCO3	-4%	-19%	u
O=C(CN1C(=O)NC2(CCCCC2)C1=O)Nc1ccc(N2CCOCC2)cc1	-4%	-8%	-7%
CC(C)c1ccc(C(=O)NCCCc2ccccc2)cc1	-4%	-17%	-12%
O=S(=O)(O)c1cccc(N=Nc2c(O)ccc3ccccc23)c1	2%	-19%	-25%
CC(=NC1CC1)C1=C(O)c2ccccc2C1=O	-2%	-21%	-6%
CCCOc1ccc(-c2cn3ccccc3n2)cc1[N+](=O)[O-]	-2%	15µM*	u
Cc1ccccc1Nc1nc(N)nc(CSc2nnc3sc4ccccc4n23)n1	2%	-18%	-8%
COc1ccc2oc(C(=O)OCC(=O)N3CC(C)OC(C)C3)c(C)c2c1 (stereo not given)	-16%	1%	-14%
O=C(Nc1nnc(-c2ccccc2)s1)c1ccc(F)cc1	-3%	-18%	-3%
Nc1nc2ccc(Cl)cc2cc1C(=O)NCc1ccc(Oc2ccccc2)cc1	x	1.3µM*	0.65µM*
COc1ccc(-c2cc(-c3cc(F)ccc3O)[nH]n2)cc1OC	-15%	u	u
Cc1cc(F)ccc1S(=O)(=O)NCC(c1cccnc1)N1CCc2ccccc21 (stereo not given)	-8%	16µM*	u
CCCCN(C)CCNC(=S)Nc1ccc2nc(N3CCN(CC)CC3)cc(C)c2c1	18%	u	u
COc1ccc(NC(=O)c2cc(F)cc(F)c2)cc1S(=O)(=O)N1CCCCC1	-6%	u	8%
CCOC(=O)c1c(-c2ccc(C)o2)csc1N	-8%	-7%	-7%
Cc1ccc(CSc2nnc3ccc(-c4ccncc4)nn23)cc1	18%	-26%	-5%
Cc1nnc(SCc2ccon2)n1-c1ccccc1	0%	3%	-1%
CCOc1ccccc1NC(=S)N1CCN(c2cccc(C)c2C)CC1	-5%	8.2µM*	12µM*
Fc1ccc(C(c2nnnn2C2CCCCC2)N2CCCC2)cc1 (stereo not given)	-4%	-25%	-1%
CN(C)Cc1c(O)ccc2c(=O)c(-c3ccccc3Cl)c(C(F)(F)F)oc12	-15%	8%	-6%
COc1ccc(S(=O)(=O)NNC(=O)Cc2csc(C)n2)cc1[N+](=O)[O-]	-6%	-23%	u

13 consecutive entries out of the list so far, quoted:
SMILES	GCN5L2 inh	TDP1 cell noCPT	TDP1 cell CPT
CCCOc1ccc(-c2cn3ccccc3n2)cc1[N+](=O)[O-]	-2%	15µM*	u
Cc1ccccc1Nc1nc(N)nc(CSc2nnc3sc4ccccc4n23)n1	2%	-18%	-8%
COc1ccc2oc(C(=O)OCC(=O)N3CC(C)OC(C)C3)c(C)c2c1 (stereo not given)	-16%	1%	-14%
O=C(Nc1nnc(-c2ccccc2)s1)c1ccc(F)cc1	-3%	-18%	-3%
Nc1nc2ccc(Cl)cc2cc1C(=O)NCc1ccc(Oc2ccccc2)cc1	x	1.3µM*	0.65µM*
COc1ccc(-c2cc(-c3cc(F)ccc3O)[nH]n2)cc1OC	-15%	u	u
Cc1cc(F)ccc1S(=O)(=O)NCC(c1cccnc1)N1CCc2ccccc21 (stereo not given)	-8%	16µM*	u
CCCCN(C)CCNC(=S)Nc1ccc2nc(N3CCN(CC)CC3)cc(C)c2c1	18%	u	u
COc1ccc(NC(=O)c2cc(F)cc(F)c2)cc1S(=O)(=O)N1CCCCC1	-6%	u	8%
CCOC(=O)c1c(-c2ccc(C)o2)csc1N	-8%	-7%	-7%
Cc1ccc(CSc2nnc3ccc(-c4ccncc4)nn23)cc1	18%	-26%	-5%
Cc1nnc(SCc2ccon2)n1-c1ccccc1	0%	3%	-1%
CCOc1ccccc1NC(=S)N1CCN(c2cccc(C)c2C)CC1	-5%	8.2µM*	12µM*

New compounds follow:
SMILES	GCN5L2 inh	TDP1 cell noCPT	TDP1 cell CPT
Cc1ccccc1-c1nnn(CC(=O)N(C)CC(=O)Nc2ccccc2C(F)(F)F)n1	-6%	-28%	-2%
COc1cc(OC)cc(C(=O)Nc2ccccc2-c2nnn(CC(=O)Nc3cc(C)on3)n2)c1	-9%	-27%	u
COC(=O)c1cc(NS(=O)(=O)c2ccc(N3CCCCCC3)c([N+](=O)[O-])c2)cc(C(=O)OC)c1	-7%	-9%	-9%
COc1cc(OC)cc(C(=O)NCC(=O)NC(C)CCc2ccccc2)c1 (stereo not given)	2%	-23%	-12%
CCC[C@H]1CN(c2ccccc2)C(=O)[C@@H]1CC(=O)Nc1ccc(Br)cc1	x	-2%	4%
CCCc1nc(NC2CCCCC2)c(C#N)c2c1COC(C)(C)C2	-2%	29µM*	18µM*
